# From PubChem BioAssay
# Mtb RmlCD inh: blocks M. tuberculosis RmlC and RmlD coupled enzymes; RmlC+RmlD coupled enzyme assay, percent inhibition; primary screen in compound mixtures; AID 1533; actives 0.03% (n = 160,000); P9WH09+P9WH11; inhibition, % at 3.6 µM; in the data active = inhibition mostly above about 34%, no sharp cut-off; note: some results filed as inactive read as strong as hits
# Target sequence (P9WH09 whole entry, looked up): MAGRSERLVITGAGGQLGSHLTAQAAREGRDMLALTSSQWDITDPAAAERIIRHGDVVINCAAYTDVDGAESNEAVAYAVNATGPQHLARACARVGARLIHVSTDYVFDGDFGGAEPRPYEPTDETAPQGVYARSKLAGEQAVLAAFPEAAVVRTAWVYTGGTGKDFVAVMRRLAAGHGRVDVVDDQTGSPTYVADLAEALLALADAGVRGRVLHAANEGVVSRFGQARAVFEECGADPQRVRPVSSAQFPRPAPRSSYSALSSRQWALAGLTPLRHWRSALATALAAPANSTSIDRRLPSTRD
# Target sequence (P9WH11 whole entry, looked up): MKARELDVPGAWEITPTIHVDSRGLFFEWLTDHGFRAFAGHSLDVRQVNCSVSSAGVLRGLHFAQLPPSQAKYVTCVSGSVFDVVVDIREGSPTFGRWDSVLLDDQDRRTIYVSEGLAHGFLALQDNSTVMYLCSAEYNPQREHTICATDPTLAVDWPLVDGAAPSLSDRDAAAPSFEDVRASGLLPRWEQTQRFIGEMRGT
# M. tuberculosis GlmU: inhibition of mycobacterial GlmU enzyme – biochemical, glucosamine-1-phosphate acetyltransferase (AID 1376). actives 0.25% (n = 220,000). M. tuberculosis GlmU acetyltransferase enzyme assay; higher % means a stronger effect. inhibition, %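 (tested at 30 µM in the primary screen)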; hits with a dose series show IC50 in µM; in the data active = inhibition above about 13%;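 note: 0% = complete reaction with vehicle and 100% = reaction without substrate; strong numbers were not always called active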
# Active calls of the source: *; nt = not tested or not shown. Only part of the results is shown; count on the stated rates, not on these rows.
# A first look:
SMILES,Mtb RmlCD inh,M. tuberculosis GlmU
COc1cc(C)c(NC(=S)Nc2ccc(Cl)c(Cl)c2)cc1OC,11,0.8%
O=C(NC1CCCCC1)c1ccc(Cn2cc(Br)cn2)o1,nt,0.8%
CC1(C)C(c2cccs2)=[N+]([O-])C2(CCCCC/C2=N\NC(N)=O)N1O (stereo not drawn),-13,1.7%
Cc1cnc(C(=O)OCC(=O)NCCc2ccccc2)cn1,-4,-4.2%
CCC(/C=N/NC(=O)C1COc2ccccc2O1)CC (stereo not drawn),10,1.4%
CCNC(=O)CN(c1ccc(C)cc1)S(=O)(=O)c1ccccc1,nt,-2.6%
COc1nc(C#N)c(N2CCOCC2)o1,nt,2.7%
CCCCn1nc(CC(=O)O)c2ccccc2c1=O,7,7.5%
Cn1c(=O)c2c(nc(-n3ccnc3)n2Cc2ccc(Cl)cc2Cl)n(C)c1=O,15,2.0%
O=S(=O)(c1ccc(Br)cc1)N1CCOC12CCCCC2,4,-1.6%
CN(C(=O)c1ccncc1)C1CC(C)(C)N(O)C(C)(C)C1,-6,2.7%
COc1cc(/C=C2\SC(=S)N(NC(=O)c3ccncc3)C2=O)ccc1O,-19,3.6%
COc1ccc(C(C)C)cc1S(=O)(=O)N1CC(C)OC(C)C1 (stereo not drawn),nt,-0.8%
CN(C(=O)COC(=O)c1ccc(S(=O)(=O)N2CCCC2)cc1)c1ccccc1,-16,1.1%
O=C(NCc1ccco1)c1nn2cccnc2c1Cl,-11,-1.6%
CCC(c1nnnn1Cc1ccccc1)N1CCN(c2ccc(OC)cc2)CC1 (stereo not drawn),8,-3.1%
CC(C)Nc1nc2cccnc2s1,23,-5.5%
Cc1occc1C(=O)Nc1nn[nH]n1,-8,-3.4%

# Main list, repeating the preview:
SMILES,Mtb RmlCD inh,M. tuberculosis GlmU
COc1cc(C)c(NC(=S)Nc2ccc(Cl)c(Cl)c2)cc1OC,11,0.8%
O=C(NC1CCCCC1)c1ccc(Cn2cc(Br)cn2)o1,nt,0.8%
CC1(C)C(c2cccs2)=[N+]([O-])C2(CCCCC/C2=N\NC(N)=O)N1O (stereo not drawn),-13,1.7%
Cc1cnc(C(=O)OCC(=O)NCCc2ccccc2)cn1,-4,-4.2%
CCC(/C=N/NC(=O)C1COc2ccccc2O1)CC (stereo not drawn),10,1.4%
CCNC(=O)CN(c1ccc(C)cc1)S(=O)(=O)c1ccccc1,nt,-2.6%
COc1nc(C#N)c(N2CCOCC2)o1,nt,2.7%
CCCCn1nc(CC(=O)O)c2ccccc2c1=O,7,7.5%
Cn1c(=O)c2c(nc(-n3ccnc3)n2Cc2ccc(Cl)cc2Cl)n(C)c1=O,15,2.0%
O=S(=O)(c1ccc(Br)cc1)N1CCOC12CCCCC2,4,-1.6%
CN(C(=O)c1ccncc1)C1CC(C)(C)N(O)C(C)(C)C1,-6,2.7%
COc1cc(/C=C2\SC(=S)N(NC(=O)c3ccncc3)C2=O)ccc1O,-19,3.6%
COc1ccc(C(C)C)cc1S(=O)(=O)N1CC(C)OC(C)C1 (stereo not drawn),nt,-0.8%
CN(C(=O)COC(=O)c1ccc(S(=O)(=O)N2CCCC2)cc1)c1ccccc1,-16,1.1%
O=C(NCc1ccco1)c1nn2cccnc2c1Cl,-11,-1.6%
CCC(c1nnnn1Cc1ccccc1)N1CCN(c2ccc(OC)cc2)CC1 (stereo not drawn),8,-3.1%
CC(C)Nc1nc2cccnc2s1,23,-5.5%
Cc1occc1C(=O)Nc1nn[nH]n1,-8,-3.4%
NC1=NC(c2ccccc2)N=C(Nc2ccccc2)N1 (stereo not drawn),-5,-1.3%
O=C(Nc1ccccc1[N+](=O)[O-])C1=C(O)CCn2c1nc1ccccc12,nt,-8.2%
Cc1sc2nc(CSc3ccc([N+](=O)[O-])c(C(F)(F)F)c3)[nH]c(=O)c2c1C,6,-3.9%
O=C(Nc1ccc(S(=O)(=O)Nc2nccs2)cc1)c1cc(-c2ccccn2)nc2ccccc12,-12,4.9%
CC(C)N(C(=O)c1sc2cc([N+](=O)[O-])ccc2c1Cl)C(C)C,15,-3.6%
Cn1c(SCC(=O)OC2CCCCC2)nnc1-c1ccc(S(=O)(=O)N2CCCC2)cc1,-6,4.5%
CCCCNC(=O)C1(c2ccc(OC)cc2)CCOCC1,nt,7.3%
O=C(C1=C[C@@H](c2ccccc2)C[C@@H](OCCCCO)O1)N1CCOCC1,nt,1.0%
O=S(=O)(c1ccc2ccccc2c1)N1CCCCC1,-14,3.1%
COc1ccc(/C=N/NC(=O)C(=O)N2CCN(c3ccccc3OC)CC2)cc1,7,2.8%
CCOC(=O)c1c(NC(=O)C(C)Sc2c[nH]c3ccccc23)sc2c1CCC2 (stereo not drawn),nt,0.3%
Cc1cc(C)cc(NC(=O)C(Nc2ccccc2)c2ccccc2)c1 (stereo not drawn),2,-3.0%
CCC(c1nnnn1CCc1ccccc1)N(Cc1ccco1)Cc1cc2c(C)ccc(C)c2[nH]c1=O (stereo not drawn),-1,-1.9%
COc1ccccc1NS(=O)(=O)c1cccc(C(=O)OCC(=O)Nc2cc(C)on2)c1,nt,1.2%
COC1CCCCC1NCCc1ccccc1 (stereo not drawn),4,1.3%
Cc1ccc(NC(=S)NC2CCCC2)cc1C,-5,3.0%
O=C(N/N=C/c1ccc2ncccc2c1)c1cc(-c2cccs2)nc2ccccc12,-6,-1.4%
Cc1cccc(N2CCN(Cc3nc(-c4cccc(Oc5ccccc5)c4)oc3C)CC2)n1,9,5.8%
O=C(NNc1cc(Cl)cc(Cl)c1)C1CCC1,1,-5.9%
CNC(=O)c1ccccc1S(=O)(=O)c1ccccc1C#N,7,4.7%
CCOC(=O)C1=NNC(C(=O)c2ccc(Cl)cc2)C1c1ccc(OC)cc1 (stereo not drawn),nt,-3.2%
Cc1ccc(S(=O)(=O)N/N=C2/CCCCC2C2CCCCC2)cc1[N+](=O)[O-] (stereo not drawn),-13,2.9%
COC(=O)c1sccc1Oc1c(Cl)cccc1[N+](=O)[O-],2,-2.6%
COc1ccc(-c2nnn(CC(=O)N(Cc3cccs3)C(C)C(=O)NC3CCCC3)n2)cc1OC (stereo not drawn),nt,1.4%
O=C(NC1CCN(C(=O)N2c3ccccc3Sc3ccccc32)CC1)c1ccccc1Cl,nt,2.4%
CCNC(=S)N1CCN(Cc2ccc3c(c2)OCO3)CC1,11,2.6%
CCCCCCCCc1nc(SC(C)C(=O)O)n[nH]1 (stereo not drawn),-6,-0.5%
O=C(C1=C[C@@H](C2CC2)C[C@@H](OCCCCO)O1)N1CCN(Cc2ccc3c(c2)OCO3)CC1,nt,0.1%
Cc1cc(NC(=O)CN2CCN(c3cccc(Cl)c3)CC2)no1,10,1.4%
Nc1nc(N2CCN(c3ccc(F)cc3)CC2)n[nH]1,2,0.9%
CC(C)(C)c1csc(NNC(=O)c2ccc(Cl)cc2)n1,-2,2.2%
CCOC(=O)c1c(NC(C)=O)sc2c(OC)c(Br)ccc12,3,-4.1%
# (next part)
SMILES,Mtb RmlCD inh,M. tuberculosis GlmU
N#C/C(=C(/O)c1cc2ccccc2o1)c1nc2ccccc2s1,-5,1.1%
COCc1nc2sc3c(c2c(=O)[nH]1)CCCC3,nt,-2.0%
Cc1cc(NC(=O)CSc2n[nH]c(-c3cccs3)n2)no1,12,3.3%
O=C(NCCCNC1CCCCC1)c1ccc(/C=N/O)nc1,nt,3.0%
CCCCc1nnc(NC(=O)CSc2nc(C)cc(=O)[nH]2)s1,7,1.6%
Cc1ccccc1C(=O)Nc1c(C(=O)N2CCCC2)cnn1-c1ccccc1,-3,3.7%
O=C(Nc1ccccc1)[C@@H]1CC=C[C@@H]2CCN(C3CCCCC3)C(=O)[C@@H]21,nt,1.3%
CCOc1ccc(N(CC(=O)Nc2ccc(C)cc2)S(=O)(=O)c2c(C)[nH]c(=O)[nH]c2=O)cc1,9,-4.4%
Cc1cccc(Cn2c(=O)c3c(nc4n3CCCN4Cc3ccccc3)n(C)c2=O)c1,nt,-3.5%
Cc1ccc(C)n1-c1ccc(C(=O)N/N=C/c2ccncc2)cc1,-7,-4.0%
CC(=O)NCCc1csc(-c2ccccc2)n1,nt,0.0%
CC(C(=O)NC1C(=O)N2C(C(=O)O)=C(CSc3nnnn3C)CSC12)n1cc(Cl)cn1 (stereo not drawn),5,2.5%
CCN(CC1COc2ccccc2O1)C(=S)Nc1ccccc1 (stereo not drawn),nt,3.6%
CC(C)c1cccc(C(C)C)c1NC(=O)c1ccc(OCC(=O)NCc2ccccc2)cc1,nt,2.0%
c1ccc(-c2nnnc3ccccc23)cc1,-13,0.5%
NC(=O)c1c(NC(=O)CN2C(=O)CCC2=O)sc2c1CCCCC2,5,3.7%
CC(=O)NC(Cc1ccccc1C)C(=O)NC1CCN(C(=O)c2cccc(C)c2)CC1 (stereo not drawn),6,-0.1%
CC(C)(C)NC(=O)CSc1nc2ccc(NC(=O)CSc3nnnn3Cc3ccccc3)cc2s1,-1,2.7%
CCc1cc2c(=O)[nH]c(-c3ccccn3)nc2s1,nt,7.4%
Cc1ccccc1NC(=O)N1CCN(c2ncccn2)CC1,0,-3.0%
COc1c(Cl)cnn(-c2ccc(Cl)c(Cl)c2)c1=O,51,0.1%
O=c1[nH]c(=O)n(C2CCCCC2)c(O)c1C=NCCCn1ccnc1,nt,-0.8%
OC1C=CSc2nc3ccccc3n21 (stereo not drawn),3,3.9%
CC1(C(=O)N(CC(=O)NC2CCCC2)C2CCCC2)CC(=O)N=C2C=CC=CN21 (stereo not drawn),3,-5.1%
CCNc1nc(NOC)nc(OCC#N)n1,nt,1.8%
CCN1/C(=C\C(C)=O)Sc2ccc(OC)cc21,nt,4.1%
O=C(O)CN1C(=O)c2cccc(Oc3ccc(Cl)cc3)c2C1=O,-4,7.5%
Cc1ccc(C2=[N+]([O-])C3(CCCCC3=O)N(O)C2(C)C)cc1 (stereo not drawn),-9,1.8%
Cc1nn2c(-c3cccc(NC(=O)CN4CCOCC4)c3)nnc2c2ccccc12,nt,-5.0%
Cc1cccn2c(CNCC3(c4ccccc4)CCCC3)c(C(=O)N3CCOCC3)nc12,5,4.6%
COc1ccc(OC)c(CN2CCC(CO)(CCOc3ccccc3)CC2)c1,7,-8.1%
CSc1nc2nc(C)cc(-c3ccccc3)n2n1,-2,2.5%
CCn1c(CNc2ccc(Cl)cc2)nnc1SCC(=O)NCc1ccccc1,-1,-0.5%
Cc1ccc(NC(=O)NC(=O)CN2C(=O)NC3(CCCCCCC3)C2=O)c(C)c1,-3,-4.5%
COC(=O)/C=C/C(=O)N1CCN(c2cccc(Cl)c2)CC1,2,2.3%
Cc1ccc2cc(C#N)c(SCC(=O)N3CCCC3)nc2c1,-13,0.8%
CNc1nnc(-c2ccc(N(C)C)cc2)s1,-1,-1.3%
C=CCN1C(=O)c2cccc3c(Br)ccc(c23)C1=O,-10,6.5%
COc1cc(C2CC(=O)Nc3c2c(=O)nc2c(C)cccn32)cc(OC)c1OC (stereo not drawn),-11,-2.8%
COc1cc2c(cc1OC)C(C(=O)N1CCOCC1)C(c1cccs1)N(C)C2=O (stereo not drawn),nt,-5.3%
COc1ccccc1NC(=O)COC(=O)C1CC1,-11,1.5%
N#Cc1c(SCC(=O)OCc2ccccc2)nsc1SCC(=O)OCc1ccccc1,-14,4.1%
COc1ccc(NC(=O)N2Cc3ccccc3CC2C(=O)NC(C)(C)C)cc1 (stereo not drawn),nt,-4.0%
CCOc1ccc(NC(=O)c2sccc2-n2cccc2)cc1,-9,1.1%
O=C(CSc1ccsc1[N+](=O)[O-])NCc1ccccc1,2,-4.1%
COC(=O)CSc1nc2c(c(-c3ccc(C)o3)c1C#N)CCCC2,-1,0.3%
COC(=O)C1C(=O)OC(C)(C)C1C(C)C(=O)c1ccccc1 (stereo not drawn),-5,-1.0%
CCN=c1scc(-c2cccs2)n1/N=C/c1cc(OC)ccc1O,4,3.5%
CCCc1nnc(NC(=O)c2cccnc2)s1,8,9.8%
COc1ccc(-c2cn[nH]c2-c2ccc(OCc3ccccc3)cc2O)cc1OC,7,-5.6%
# Going on with the list:
SMILES,Mtb RmlCD inh,M. tuberculosis GlmU
COc1ccc(Nc2c(-c3ccc(C)cc3)nc3cnccn23)cc1,-7,-0.8%
COc1cc(OC)nc(-n2ncc(OC)c(Br)c2=O)n1,nt,6.7%
COc1ccc(-n2nnnc2-c2ccccc2)cc1,45,0.6%
Cc1ccc(C)c(NC(=S)N2CCC(N(C)CC3CCCO3)CC2)c1 (stereo not drawn),2,5.4%
COC(=O)c1cc(O)c(OCc2ccccc2)c(O)c1,-6,4.2%
O=C(COc1ccc2oc(-c3ccccc3)cc(=O)c2c1)Nc1ccccc1,4,4.6%
O=C(Cn1cnc2c(cnn2-c2ccccc2)c1=O)N1CCOCC1,-4,-3.4%
O=S(=O)(c1ccc(Cl)cc1)N1CCC(n2cnc3cc(C(F)(F)F)ccc32)CC1,nt,-1.5%
COc1ccc(-c2nc(NC(=O)Cn3cnnn3)sc2C)cc1,-11,1.8%
COc1cc(/C=C2/N=C(c3ccccc3F)OC2=O)cc(Cl)c1OS(C)(=O)=O,-6,1.9%
CC1CCN(c2nc(-c3ccccc3)c(C#N)c(=O)[nH]2)CC1,0,-3.6%
O=C(Nc1nccs1)c1ccc(S(=O)(=O)c2ccccc2)cc1,4,-3.0%
COc1cccc(-n2nc(C(N)=O)c(O)cc2=O)c1,nt,-6.0%
Cc1ccc(S(=O)(=O)NCCN2CCOCC2)c(C)c1C,7,-2.1%
O=c1c2c(nc3cc(-c4cccc(Cl)c4)[nH]n13)CCCC2,11,-5.5%
COc1ccc(NC(=O)Nc2ccc3nsnc3c2)cc1,-7,-4.6%
CCN(CC)c1ccc(/C=C/C(=O)C2C(=O)C=C(C)OC2=O)cc1 (stereo not drawn),-2,3.3%
CCOc1ccc(C(C)=O)cc1N1C(=O)C2C(C1=O)C1C=CC2C12CC2 (stereo not drawn),0,2.5%
